MEKK2mut PB1 HTS = signal of MEK5 binding to mutant human MEKK2 PB1 domain; percent response, % at 10 µM; bead flow cytometry, Alexa488-MEK5 binding to MEKK2 mutant; AID 1530; 290,000 tested, 0.35% active; in the data active = percent response above about 24%, passing the limit was not always enough; note: inactives centre near 1; some results filed as inactive read as strong as hits
OXTR potentiate = human OXTR potentiation. CHO-OTR cells, Fluo-8 calcium fluorescence, potentiator mode; 0% = oxytocin EC15, 100% = EC100. activation, % at 3 µM. 320,000 tested, 0.061% active. AID 2445;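 active = activation above that plate's cutoff, the mean activation of tested compounds plus 3 SD, cut at about 6.6% in these data, passing the limit was not always enough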;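 note: 100% uses oxytocin at 75 nM as the full agonist control; some results filed as inactive read as strong as hits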
Target sequence (P30559 whole entry, looked up): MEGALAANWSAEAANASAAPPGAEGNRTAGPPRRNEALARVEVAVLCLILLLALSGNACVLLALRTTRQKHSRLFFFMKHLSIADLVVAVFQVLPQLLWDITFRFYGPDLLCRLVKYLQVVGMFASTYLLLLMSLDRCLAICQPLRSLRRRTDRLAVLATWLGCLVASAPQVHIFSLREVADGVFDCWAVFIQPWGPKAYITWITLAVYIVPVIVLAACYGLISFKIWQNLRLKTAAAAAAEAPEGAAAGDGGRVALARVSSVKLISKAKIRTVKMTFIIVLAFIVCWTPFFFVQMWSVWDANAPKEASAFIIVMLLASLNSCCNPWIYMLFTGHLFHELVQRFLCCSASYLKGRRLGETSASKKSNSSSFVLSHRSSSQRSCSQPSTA
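System: human OTR in CHO cells / Also added: sub-maximal oxytocin, roughly EC15 / Control set: EC15 oxytocin low, 75 nM oxytocin high / Schedule: 6 min compound pre-incubation at room temperature, 100 s kinetic read / Compound: single-point 3.0 µM / Replication: singlicate / Technique: Fluo-8 calcium dye fluorescence / Read-out basis: % activation of max/min ratio relative to oxytocin controls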
V1aR counter = V1a receptor agonism, counter-screen for OXTR agonists. P37288. activation, % at 3 µM. 320,000 tested, 0.25% active. CHO-V1R cells, Fluo-8 calcium fluorescence, agonist mode; 0% DMSO, 100% 3 nM vasopressin. AID 2797;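 active = activation above the mean activation of all tested compounds plus 3 SD, per screening run, cut at about 20% in these data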;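 note: signal is peak over basal fluorescence ratio across a 100 second FLIPR read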
Target sequence (P37288 whole entry, looked up): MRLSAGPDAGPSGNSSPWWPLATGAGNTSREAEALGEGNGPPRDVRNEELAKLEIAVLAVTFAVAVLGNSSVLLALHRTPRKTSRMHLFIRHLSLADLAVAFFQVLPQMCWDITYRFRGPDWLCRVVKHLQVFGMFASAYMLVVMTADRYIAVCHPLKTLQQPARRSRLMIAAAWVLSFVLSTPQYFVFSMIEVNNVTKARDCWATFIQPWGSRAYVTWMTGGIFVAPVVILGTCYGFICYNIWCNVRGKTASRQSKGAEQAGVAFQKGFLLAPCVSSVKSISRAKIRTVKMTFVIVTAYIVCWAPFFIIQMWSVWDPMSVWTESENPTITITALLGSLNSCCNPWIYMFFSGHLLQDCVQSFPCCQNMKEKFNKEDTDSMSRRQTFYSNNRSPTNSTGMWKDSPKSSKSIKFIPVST
GalR3 antag = human GalR3 antagonism. O60755. HEK293 GalR3-CNG cAMP membrane potential fluorescence; galR3 body fused to GalR1 C-terminus. inhibition, % at 3 µM. 360,000 tested, 0.44% active. AID 651719;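 active = inhibition above the screen-wide average plus 3 SD, cut at about 13% in these data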;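 note: forskolin and galanin both at EC90 stimulate the cells; cAMP rise reported by CNG channel membrane potential dye signal; 0% = forskolin plus galanin with DMSO and 100% = forskolin alone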
GPR7 antag = human neuropeptides B/W receptor 1 antagonism; P48145; GPR7-expressing cells, fluorescence antagonist assay; inhibition, % at 4.4 µM; 290,000 tested, 1.1% active; AID 1861; in the data active = inhibition above about 16%, passing the limit was not always enough;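 note: cells stimulated with the agonist NPW; 0% = agonist with vehicle and 100% = vehicle without agonist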
MEKK2 WT-MEK5 = raises or lowers MEK5 binding to wildtype human MEKK2 PB1 domain; Q9Y2U5; bead flow cytometry, Alexa488-MEK5 binding to MEKK2 WT; actives lie on both sides; binding response (% of control), % at 10 µM; 290,000 tested, 1.1% active; AID 1531; in the data active = binding response below about 67% or above about 130%
OXTR ag = human OXTR agonism. CHO-OTR cells, Fluo-8 calcium fluorescence; normalized: DMSO 0%, oxytocin 100%. activation, % at 3 µM. 320,000 tested, 0.32% active. P30559. AID 2435;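 active = activation above the mean of all tested compounds plus 3 SD, cutoff set per screening run, cut at about 20% in these data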;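 note: peak over basal fluorescence ratio from a 100 s FLIPR kinetic read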
NALP1 yeast inh = NALP1 inhibition; S. cerevisiae NALP1/ASC/caspase-1 growth, X-gal OD620, 72 h; inhibition, % at 10 µM; 280,000 tested, 0.61% active; in the data active = inhibition mostly above about 24%, no sharp cut-off; inactive = mostly below about 32%; note: some compounds called inactive have numbers as strong as hits
PfM18AAP inh = PfM18AAP enzyme inhibition | recombinant PfM18AAP, H-Glu-NHMec fluorogenic cleavage | inhibition, % at 7.35 µM | 290,000 tested, 1.2% active;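 active = inhibition above the campaign mean inhibition over all tested compounds plus 3 SD, cut at about 28% in these data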;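 note: 0% = plate median of test compound wells and 100% = 2 mM ZnCl2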
* hit, by the source's call; · = no result given; [ ] = remark or other dose.

entry	compound	MEKK2mut PB1 HTS	OXTR potentiate	V1aR counter	GalR3 antag	GPR7 antag	MEKK2 WT-MEK5	OXTR ag	NALP1 yeast inh	PfM18AAP inh
1	COC(=O)c1cc2c(s1)-c1cc(F)ccc1OC2	5.0	0.6	-2.0	-2.1	-4.6	101.0	-1.8	-5.8	5.8
2	CCCCn1c(=NC(C)=O)c(C#N)cc2c(=O)n3cccc(C)c3nc21	·	-2.9	-1.3	-0.5	·	·	-0.5	·	·
3	Cc1cc(C)cc(N(C(=O)Cn2nnc(-c3ccccc3)n2)C(C(=O)NC2CCCCC2)c2ccccn2)c1 (configuration not stated)	-7.0	-1.4	0.4	-3.6	10.9	87.0	0.1	4.5	-7.6
4	NC(=O)c1ccccc1OCC(=O)N1CCc2ccccc2C1	1.0	-10.8	6.0	-4.1	2.2	102.0	5.6	-4.2	10.7
5	O=C(c1cc(-c2ccccc2)nc2ccccc12)N1CCCc2ccccc21	-1.0	2.3	1.0	-11.6	-6.6	90.0	-2.4	27.1	-5.5
6	COC(=O)C1C(O)=C(C(C)=Nc2cccc3ccccc23)C(=O)CC1(C)C (configuration not stated)	-18.0	-14.7	2.0	-5.9	-5.7	82.0	-0.8	15.1	2.0
7	COc1ccc(C(C(=O)NCC2CCCO2)N(Cc2ccc(F)cc2)C(=O)CNC(=O)c2ccco2)cc1OC (configuration not stated)	4.0	-5.9	-0.1	-5.6	12.7	100.0	-0.1	12.2	-9.3
8	O=S(=O)(c1ccc(F)cc1)n1ccc(-c2cccc(OCc3ccc(Cl)cc3Cl)c2)n1	1.0	-13.2	1.4	-3.1	-14.7	102.0	0.8	7.7	-10.8
9	CC(C)CN(C(=O)COC(=O)c1ccc(C#N)cc1)C1CCS(=O)(=O)C1 (configuration not stated)	·	-3.1	0.5	-5.9	·	·	0.8	·	·
10	C/C=C/c1cc(CN2CCN(c3ccc(OC)cc3)CC2)c(O)c(OC)c1	0.0	2.0	-0.9	-8.4	-9.6	106.0	-2.2	10.8	16.0
11	C=CCN(CC=C)C(=S)NC(=O)c1ccc([N+](=O)[O-])cc1	18.0	-4.2	0.2	7.1	1.9	117.0	-1.1	17.0	-11.7
12	O=C(/C=C/c1cccs1)NC1CCS(=O)(=O)C1 (configuration not stated)	-5.0	-1.4	-0.1	2.5	7.3	88.0	-0.7	1.2	-0.8
13	CCc1cc2c(=O)n(-c3ccccc3)c(SCC(N)=O)nc2s1	2.0	-16.2	-0.3	-6.8	-12.1	102.0	0.1	19.1	-8.6
14	COc1ccccc1CNC(=O)c1ccc(C)s1	8.0	5.4	-0.2	-4.2	-14.9	105.0	-0.7	0.6	-0.6
15	O=C1CC(c2ccc(Cl)c(Cl)c2)CC(O)=C1C=NCCN1CCNCC1 (configuration not stated)	6.0	·	·	·	5.9	106.0	·	-3.4	12.4
16	CC1CN(S(=O)(=O)Cc2ccccc2)CC(C)O1 (configuration not stated)	4.0	-1.8	0.3	-4.9	-12.7	102.0	-0.2	20.6	-5.0
17	CC(=O)Nc1ccc(Nc2cc(N3CCOCC3)c3nonc3c2[N+](=O)[O-])cc1	-17.0	-1.0	0.4	-5.8	2.9	49.0	-0.2	-13.1	-1.0
18	Cc1cccc(NC(=S)NC(=O)c2ccc(-c3ccccc3)cc2)n1	-5.0	-7.9	-0.1	-8.6	-16.3	92.0	0.7	-4.3	-0.3
19	O=C1Nc2ccccc2N(O)N1c1cc(-c2ccccc2)[nH]n1	-2.0	-0.7	0.8	-1.9	3.8	99.0	0.2	-2.5	1.1
20	CC1=C(C)CC(C(=O)NNC(=O)c2ccccc2O)C(C(=O)O)C1 (configuration not stated)	16.0	-15.0	-1.1	3.1	-13.2	107.0	0.8	5.5	-2.2
21	NC(=O)c1ccccc1NC(=O)COc1ccc2c(c1)OCO2	4.0	-24.4	0.2	-8.4	8.0	105.0	-0.8	7.4	2.2
22	Cn1c(=O)[nH]c(=O)c2c1nc(N1CCOCC1)n2CCN1CCOCC1	0.0	-6.9	0.5	-3.0	2.6	94.0	0.6	-9.6	-4.8
23	Cc1ccc(NC(=O)CSc2nnc(-c3ccccn3)n2N)c(Br)c1	-2.0	-3.7	-1.7	-0.8	-8.9	102.0	-2.0	-18.2	-1.6
24	CCCCN(CCCC)CC(O)CN(c1cc([N+](=O)[O-])ccc1OC)S(=O)(=O)c1ccccc1 (configuration not stated)	10.0	-0.9	3.0	-8.2	36.2*	119.0	1.3	10.3	0.4
25	c1ccc2c(c1)nc(NCCN1CCOCC1)c1nncn12	10.0	-5.6	0.6	·	-17.3	109.0	0.8	20.1	0.3

Continued; the last 3 above are carried over.
entry	compound	MEKK2mut PB1 HTS	OXTR potentiate	V1aR counter	GalR3 antag	GPR7 antag	MEKK2 WT-MEK5	OXTR ag	NALP1 yeast inh	PfM18AAP inh
23	Cc1ccc(NC(=O)CSc2nnc(-c3ccccn3)n2N)c(Br)c1	-2.0	-3.7	-1.7	-0.8	-8.9	102.0	-2.0	-18.2	-1.6
24	CCCCN(CCCC)CC(O)CN(c1cc([N+](=O)[O-])ccc1OC)S(=O)(=O)c1ccccc1 (configuration not stated)	10.0	-0.9	3.0	-8.2	36.2*	119.0	1.3	10.3	0.4
25	c1ccc2c(c1)nc(NCCN1CCOCC1)c1nncn12	10.0	-5.6	0.6	·	-17.3	109.0	0.8	20.1	0.3
26	O=[N+]([O-])c1ccc(Cl)cc1N1CCOCC1	0.0	-11.2	-0.1	2.5	2.9	98.0	-0.2	8.7	-9.7
27	Cc1ccc(NC(=S)Nc2ccc(F)cc2)c(C)c1	-29.0	-14.9	-0.3	-3.5	-7.4	83.0	0.7	9.1	-1.1
28	COc1cccc2cc(C(C)OC(=O)Nc3ccc(C)cc3)oc12 (configuration not stated)	-3.0	1.0	-0.1	-0.7	5.2	99.0	-1.0	-6.8	-6.6
29	Cc1ccc(-n2nc(C(=O)NCc3ccc(C)o3)c3c4ccccc4n(C)c3c2=O)cc1	0.0	-13.4	-0.3	-2.9	-10.7	109.0	-0.5	38.5*	3.5
30	O=C(CCCN1C(=O)c2ccccc2C1=O)Nc1ccc2c(c1)OCCO2	-2.0	0.8	0.5	-0.5	-8.8	101.0	0.2	11.0	4.8
31	CC1(C)OC2C(CO)OC(n3cnc4c(=S)nc[nH]c43)C2O1 (configuration not stated)	0.0	-21.5	1.1	-7.0	-6.5	95.0	0.1	-6.7	31.9*
32	Cc1ccc(-n2nc(C)c(NC(=O)CCl)c2C)cc1C	-2.0	-7.7	0.3	-9.7	0.7	99.0	-0.7	22.4	-9.2
33	O=C(CCN1C(=O)c2ccccc2C1=O)CN1CCOCC1	8.0	-7.1	-0.5	-1.9	-2.3	105.0	0.1	1.4	2.7
34	Cc1cc2c(cc1S(=O)(=O)Nc1cccc(C)c1C)n(C)c(=O)c(=O)n2C	-1.0	-16.4	-0.7	1.2	-4.2	97.0	0.0	8.7	3.3
35	Cc1cc(C)cc(NC(=S)NCCCO)c1	-1.0	-4.5	1.2	-4.8	-9.9	99.0	-0.8	28.8	1.3
36	COc1cc(C(=O)N2CCN(c3ncnc4sc(C)c(C)c34)CC2)cc(OC)c1OC	-4.0	7.8	-1.2	-0.5	-10.0	96.0	-1.1	22.9	2.7
37	Cc1nnsc1C(=O)NNC(=O)c1cccc2ccccc12	-27.0	0.2	-1.3	-5.2	-5.1	92.0	-0.4	·	5.4
38	CC(C(=O)Nc1ccc2c(c1)OCCO2)N(c1ccccc1)S(C)(=O)=O (configuration not stated)	-5.0	-1.1	0.0	-0.8	-11.7	101.0	1.6	·	0.4
39	OC1(c2ccc(F)cc2)CSC(=Nc2cccnc2)N1Cc1ccco1 (configuration not stated)	4.0	-15.2	1.8	-14.8	-10.7	103.0	-2.7	-0.6	3.7
40	CCOC(=O)[C@H]1[C@H]2COc3ccc(C)cc3[C@@H]2N2C(=O)c3cc(F)ccc3NC(=O)[C@@]12C	·	12.0	-0.8	-4.0	·	·	-0.1	·	·
41	COc1ccc(OCCCC(=O)NCC(C)C)cc1	2.0	-4.5	0.6	-2.3	-3.6	103.0	-0.3	45.0	-10.0
42	CN1CCN(CCCNC(=O)c2cc3c(-c4ccc(Cl)cc4)nn(C)c3s2)CC1	17.0	-4.7	-0.3	5.2	8.3	180.0*	1.1	-9.4	1.0
43	CC(C)(C)C1CCC2(CC1)C(Nc1cccc(C(F)(F)F)c1)=NC(=S)N2CC#N (configuration not stated)	-18.0	-1.7	1.2	-1.6	-1.9	3.0*[inhibitor]	-0.3	26.1	-4.5
44	O=C(CN1C(=O)NC2(CCCC2)C1=O)N1CCN(S(=O)(=O)c2cccc(F)c2)CC1	6.0	-9.4	-1.1	0.3	-9.9	102.0	-0.4	7.9	-5.1
45	Cc1ccc(-c2nnn(CC(=O)Nc3nnc(C(C)C)s3)n2)cc1	-42.0	-14.1	0.8	-4.4	1.2	100.0	-0.1	37.3*	-14.2
46	O=C(O)c1ccc(N=C2NC(=O)C(CO)(CO)S2)cc1	1.0	-4.7	2.0	-7.2	-12.4	98.0	0.7	11.7	-8.6
47	N#CCCN(Cc1cccnc1)C(=S)NC(=O)c1ccccc1	·	-0.8	1.4	-6.6	·	·	1.0	·	·
48	CCc1cc(C(=O)N2CCCC(CNS(=O)(=O)c3cccs3)C2)n(C)n1 (configuration not stated)	-3.0	-11.2	1.7	0.9	-12.8	97.0	0.8	3.8	-4.6
49	Cc1nc2cc(Cl)c([N+](=O)[O-])cc2s1	-7.0	-2.4	2.1	-2.8	-7.0	101.0	-0.2	2.8	-17.6
50	O=C(CCS(=O)(=O)c1cccc2nonc12)NCCc1ccccc1	4.0	-7.4	0.4	-6.4	-12.6	116.0	0.8	7.1	-2.4
51	O=C(CN1C(=O)c2ccccc2S1(=O)=O)NCCSCc1ccco1	1.0	-3.2	1.0	-6.1	-0.2	105.0	0.2	-7.2	-1.5
52	O=C(Nc1ccccc1Cl)c1ccc2c(c1)N(Cc1ccc(F)cc1)C(=O)CS2=O (configuration not stated)	-4.0	0.4	1.1	-2.4	-10.9	98.0	-0.2	33.8	1.8

Screens from PubChem BioAssay.
